Screening data from PubChem BioAssay.
Nrf2 inh – Nrf2 pathway inhibition. Potency, µM (top dose mostly 46 µM), for inactives: at the top dose activity change, negative = inhibition, actives largely listed as inhibitors. 360,000 tested, 2.1% active. A549 ARE-Fluc reporter, luciferase luminescence, 18-24 h; also: potency is read from the fitted curve at half-maximal effect; % is scaled to controls: 0 for no effect and ±100 for the full control effect; nearly all actives have a fitted effect of over 60% in size
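Nrf2 function is reported as luminescence of an ARE-controlled luciferase in A549 cells. Compounds were tested at several concentrations, and a CellTiter-Fluor read on the same wells flagged cytotoxicity.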
A549 viability – kills or reduces viability of A549 cells in Nrf2 counter-screen; A549 ARE-Fluc cells, CellTiter-Fluor viability, 18-24 h; Potency, µM (series often up to 46 µM), for inactives: at the top dose activity change, negative = cytotoxicity, hits mostly inhibitors; 390,000 tested, 0.16% active; also: potency is read from the fitted curve at half-maximal effect; % is scaled to controls: 0 for no effect and ±100 for the full control effect
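A549 ARE-Fluc cells in 5% FBS OPTI-MEM, 5000 cells/well, rested 2 h then exposed to compounds in concentration-response for 18-24 h at 37 °C. Viability by CellTiter-Fluor fluorescence (Ex 405/Em 525) after 30 min; luciferase luminescence (BugLite, 15 min, RT) read afterwards.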
EPAC2 ag – agonists of human EPAC2 (RAPGEF4) | Q8WZA2 | EPAC2 activation, biochemical qHTS; response scale: 100% = 6.5 mM cAMP response | Potency, µM (doses to about 154 µM), for the others: top-dose activation, usual class: activators | 360,000 tested, 0.079% active | AID 720711; also: potency is read from the fitted curve at half-maximal effect; nearly all actives have a fitted effect of over 50% in size
Target sequence (Q8WZA2 whole entry, looked up): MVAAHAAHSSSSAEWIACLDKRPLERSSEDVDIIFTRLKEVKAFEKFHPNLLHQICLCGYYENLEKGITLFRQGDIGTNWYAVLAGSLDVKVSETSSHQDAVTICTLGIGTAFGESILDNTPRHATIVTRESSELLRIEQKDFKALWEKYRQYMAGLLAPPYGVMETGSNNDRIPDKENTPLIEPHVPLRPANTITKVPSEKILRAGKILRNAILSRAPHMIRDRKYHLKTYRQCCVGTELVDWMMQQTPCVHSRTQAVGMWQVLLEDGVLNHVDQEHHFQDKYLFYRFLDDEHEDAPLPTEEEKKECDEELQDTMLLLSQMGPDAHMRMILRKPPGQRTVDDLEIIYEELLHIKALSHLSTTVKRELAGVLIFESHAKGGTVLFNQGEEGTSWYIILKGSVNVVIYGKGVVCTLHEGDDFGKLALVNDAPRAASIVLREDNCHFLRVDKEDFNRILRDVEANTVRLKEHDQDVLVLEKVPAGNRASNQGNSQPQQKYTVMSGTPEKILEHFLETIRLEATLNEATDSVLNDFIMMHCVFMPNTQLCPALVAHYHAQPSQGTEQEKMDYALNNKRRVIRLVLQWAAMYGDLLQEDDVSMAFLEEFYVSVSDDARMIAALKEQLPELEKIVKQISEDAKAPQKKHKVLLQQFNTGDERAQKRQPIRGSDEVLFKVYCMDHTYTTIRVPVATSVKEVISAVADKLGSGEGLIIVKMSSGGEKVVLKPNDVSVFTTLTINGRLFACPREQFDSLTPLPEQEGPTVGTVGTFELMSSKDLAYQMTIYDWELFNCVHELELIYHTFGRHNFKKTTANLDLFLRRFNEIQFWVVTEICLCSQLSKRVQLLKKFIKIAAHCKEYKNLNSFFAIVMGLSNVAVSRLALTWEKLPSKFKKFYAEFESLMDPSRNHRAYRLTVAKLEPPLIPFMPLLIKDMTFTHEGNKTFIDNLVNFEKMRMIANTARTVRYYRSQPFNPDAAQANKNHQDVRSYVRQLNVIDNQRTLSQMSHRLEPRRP
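EPAC2 (100 nM) mixed with Rap1B loaded with BODIPY-GDP (250 nM) plus 50 uM unlabeled GDP; compounds pinned in, 5 min RT, then read every 5 min for 30 min (ex 480, em 540 nm). Normalized to cAMP control.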
MmCpn inh – M. maripaludis TRiC chaperonin inhibition; purified Mm-Cpn ATPase, ADP Transcreener TR-FRET; Potency, µM (series often up to 76.9 µM), without a hit: top-dose activity, negative = inhibition, usual class: inhibitors; 330,000 tested, 0.031% active; AID 504842; also: potency is read from the fitted curve at half-maximal effect; % is scaled to controls: 0 for no effect and ±100 for the full control effect; nearly all actives have a fitted effect of over 80% in size
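ATPase turnover read by TR-FRET ADP competition (Eu cryptate antibody/ADP-d2, 665/590 nm): 10uM ATP final, 25nM Mm-CPN final, 30 min 37degC after 10-min compound preincubation, pH 7.4 Tris/KCl/MgCl2/DTT buffer.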
pAkt inh – blocks phosphorylation of Akt; Neuro2A IGF-stimulated pAkt S473 HTRF, 20 min; hits give low values; activity change, % for hits at 50 µM; 360,000 tested, 0.32% active; AID 651550; in the data active = activity change below about -80%; inconclusive = mostly about -51% to -80%; also: % is scaled to controls: 0 for no effect and ±100 for the full control effect
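Neuro2A cells in DMEM with 0.5% FBS, overnight at 37 deg C, given compound at single 50 µM final, then IGF (6 nM final) for 20 min at 37 deg C. Lysed; phospho-Akt Ser473 by HTRF after 24 h, 665/615 ratio.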
TGFb SMAD3 inh – blocks TGF-b signaling; Potency, µM (top dose mostly 46.1 µM), for the others: top-dose activity, negative = inhibition, actives largely listed as inhibitors; HepG2 CAGA-GFP TGF-b/SMAD3 reporter, GFP fluorescence, 18 h; TGF-beta stimulated, 500 pg/mL final; AID 588855; 410,000 tested, 1.2% active; also: potency is read from the fitted curve at half-maximal effect; % is scaled to controls: 0 for no effect and ±100 for the full control effect; nearly all actives have a fitted effect of over 65% in size
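Read-out: total well GFP (ex488/em500-530) summed from mean per-cell fluorescence. Cells: HEPG2 CAGA-GFP, 1% FBS DMEM, 18 h at 37 degrees C with 500 pg/mL final TGF-beta. Unstimulated wells served as the full-inhibition control; stimulated DMSO wells = 0%.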
EPAC2 antagonist – EPAC2 (human) antagonism; Q8WZA2; EPAC2 GEF exchange of Rap1B-BODIPY-GDP, fluorescence; Potency, µM (series often up to 114 µM), for the others: at the highest dose activity, negative = inhibition, usual class: inhibitors; 360,000 tested, 0.18% active; also: potency is read from the fitted curve at half-maximal effect; % is scaled to controls: 0 for no effect and ±100 for the full control effect; nearly all actives have a fitted effect of over 45% in size; many of its hits are not listed in these tables
Nrf2 ARE act – activators of Nrf2 (ARE) signaling; 410,000 tested, 0.31% active; Potency, µM (highest dose often 46.1 µM), inactives show at the top dose activation, most hits filed as activators; AREc32 ARE-luciferase reporter (MCF7-derived line), luminescence, 24 h; also: potency is read from the fitted curve at half-maximal effect; % of control where 0% means no effect; nearly all actives have a fitted effect of over 65% in size
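Luciferase luminescence (Steady-Glo, 30 min at room temperature) served as the read-out of ARE activation in AREc32 cells treated with compounds for 24 hr at 37 deg C.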
CCT modulator – cytosolic chaperonin activity modulation | activity change, % (no concentration beside the values), hits read low | 360,000 tested, 0.3% active | purified chaperonin ATPase assay, HTRF ADP detection, 30 min | AID 651819; in the data active = activity change below about -30%; also: % is scaled to controls: 0 for no effect and ±100 for the full control effect
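We incubate TRiC, 40 or 20 nM final, with library compounds at 76 uM and 10 uM ATP for 30 min at 37 °C. ADP formed is detected with Transcreener HTRF reagents after 30 min at room temperature.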
The depositor's hits bear a star; i = inactive; ? = inconclusive; / = not tested or not shown; [ ] = remark or other dose. Unless noted, calls follow the shape of the dose curve; as a rule, active = well fitted curve in the direction sought with a large enough effect; inconclusive = small, poorly fitted or top-dose-only effect, or another doubt; inactive = no such curve, though single readings can be large; an effect the other way counts as inactive or inconclusive. An excerpt (hit frequency here may not be typical).

No.	SMILES	EPAC2 antagonist	TGFb SMAD3 inh	CCT modulator	EPAC2 ag	pAkt inh	MmCpn inh	A549 viability	Nrf2 inh	Nrf2 ARE act
1	CC(CN1CCCCC1)OC(=O)/C=C/c1ccccc1 (configuration not stated)	2%	-6%	-0.8	2%	i	-2%	-3%	14%	-0.3%
2	Fc1ccc(CNc2ccccn2)cc1	3%	13%	-0.7	-3%	i	0%	0%	9%	5.3%
3	O=C1OCCN1C(=O)[C@H]1[C@H](c2ccccc2)C(c2ccc(F)cc2)=NN1c1ccccc1	-4%	?	1.4	14%	i	?	12%	-28%	5.0%
4	CC1CCCCC1NC(=O)CSc1nnc(-c2ccco2)n1N (configuration not stated)	-18%	3%	-0.8	-1%	i	/	/	/	-0.4%
5	Cc1cc(C)nc(N2CCC(C(=O)Nc3ccc4c(c3)CCC4)CC2)n1	-3%	11%	-1.3	3%	?	0%	8%	9%	-0.1%
6	COc1cccc(CN2CCC(N(CCc3ccccc3)Cc3ccccc3)CC2)c1OC	-4%	?	-1.1	24%	i	2%	-4%	20%	4.8%
7	COc1ccc(C(=O)NN=C2CCCC2)cc1OC	19%	1%	0.9	6%	i	1%	0%	10%	-0.3%
8	C=CCn1c(SCC(=O)Nc2ccc(F)cc2F)nnc1-c1cnccn1	-1%	-8%	-1.6	10%	i	2%	9%	28%	0.0%

The last 3 entries of the section before come first, to join the parts.
No.	SMILES	EPAC2 antagonist	TGFb SMAD3 inh	CCT modulator	EPAC2 ag	pAkt inh	MmCpn inh	A549 viability	Nrf2 inh	Nrf2 ARE act
6	COc1cccc(CN2CCC(N(CCc3ccccc3)Cc3ccccc3)CC2)c1OC	-4%	?	-1.1	24%	i	2%	-4%	20%	4.8%
7	COc1ccc(C(=O)NN=C2CCCC2)cc1OC	19%	1%	0.9	6%	i	1%	0%	10%	-0.3%
8	C=CCn1c(SCC(=O)Nc2ccc(F)cc2F)nnc1-c1cnccn1	-1%	-8%	-1.6	10%	i	2%	9%	28%	0.0%
9	CC(C)(C)c1ccc(C(=O)Nc2nc3nc(-c4ccccc4)cc(=O)n3[nH]2)cc1	/	0%	/	/	/	/	1%	19%	-0.3%
10	CCOC(=O)CN1CCC(c2ccccc2)CC1	2%	-5%	0.0	3%	i	1%	-6%	2%	-0.7%
11	COCCNC(=O)C(c1ccc(OC)cc1)N(Cc1ccco1)C(=O)CCC(=O)Nc1ccccn1 (configuration not stated)	-3%	-1%	-2.0	4%	i	-7%	-5%	-7%	-0.9%
12	Cc1cc(NC(=O)Nc2cccc(C(F)(F)F)c2)n(C)n1	-6%	-1%	-1.4	-1%	i	3%	1%	-6%	-0.8%
13	C=CC(=O)N1C/C(=C/c2ccccc2)C(=O)/C(=C\c2ccccc2)C1	-1%	2.2µM*	0.3	2%	i	/	?	?	?
14	COc1ccc(NC(=O)N2CCCC2C(=O)Nc2ccc(C)c(Cl)c2)cc1 (configuration not stated)	-1%	?	-1.8	-22%	i	0%	0%	3%	-0.1%
15	O=C(Nc1ccccc1)C1Cc2c(-c3cccc(F)c3)ccnc2O1 (configuration not stated)	-17%	13%	-6.0	11%	i	/	/	/	4.0%
16	O=c1[nH]c(=O)n(C2CCCO2)cc1F (configuration not stated)	1%	0%	1.0	9%	i	-1%	-9%	-3%	-0.8%
17	Cc1ccc(Cn2c(=O)n(Cc3ccc(Cl)cc3)c(=O)c3cccnc32)cc1	/	0%	/	/	/	/	5%	4%	-1.1%
18	Nc1ccc2c(c1Br)Cc1ccccc1-2	-7%	19%	-41*	10%	i	/	-15%	?	4.2%
19	COCCCNC(=O)c1ccc(Cn2c(=O)c3ccccc3n(Cc3c(C)cc(C)cc3C)c2=O)cc1	/	-7%	/	/	/	/	-3%	7%	1.0%
20	CCOc1ccc(CC(=O)NNC(=O)/C=C/C(=O)O)cc1	-4%	-12%	-4.7	15%	i	0%	6%	-5%	-0.9%
21	c1ccc2c(c1)OCC(c1csc3ncnc(N4CCCC4)c13)O2 (configuration not stated)	-3%	?	-1.0	19%	i	2%	16%	/	3.7%
22	COc1ccc(Cl)cc1NC(=O)CN(C)C(=O)c1cccc2cccnc12	1%	-3%	-1.5	4%	i	2%	-3%	-2%	5.6%
23	COc1cc(/C=C/C(=O)OCC(=O)NC2CCS(=O)(=O)C2)ccc1O (configuration not stated)	16%	0%	-1.9	9%	i	-1%	0%	-9%	-0.5%
24	COc1ccccc1C(=O)NC(=O)COC(=O)Cc1ccccc1[N+](=O)[O-]	2%	-1%	0.9	0%	i	0%	-10%	-4%	-0.6%
25	Cn1cc(Cl)c(C(=O)OCC(=O)Nc2nc(-c3ccc(Br)cc3)cs2)n1	-10%	-6%	-0.4	5%	i	1%	-4%	-15%	4.3%
26	CC(=O)c1sc(NC(=O)c2ccc(COc3ccccc3Cl)o2)nc1C	3%	1%	-0.1	9%	i	-10%	4%	14%	-0.1%
27	COc1ccc(OCC(=O)O/N=C(\N)Cc2ccc(Cl)cc2Cl)cc1	-6%	12%	-2.3	6%	i	-1%	9%	/	-0.7%
28	Cc1cc(C)c(C)c(S(=O)(=O)N2CCN(C(=O)CNC(=O)c3ccco3)CC2)c1C	-14%	-6%	1.5	7%	i	4%	0%	?	-1.2%
29	CC(C)(C)C(=O)N1CCn2c1nc1ccccc12	4%	-15%	0.1	-3%	i	-10%	1%	6%	-0.7%
30	O=C(CCN1C(=O)c2ccccc2C1=O)Nc1cccc(S(=O)(=O)NC2=NCCC2)c1	-1%	-10%	1.7	-1%	i	2%	0%	-9%	-0.4%
31	CCc1ccc(C(C(=O)NCc2ccc(OC)cc2)N(CCOC)C(=O)Cc2cccs2)cc1 (configuration not stated)	-17%	?	2.3	18%	i	1%	-6%	-2%	-0.2%
32	Cc1ccccc1-c1cccc([C@@H]2C[C@H]3[C@H](CON3C)CN2Cc2ccccc2)c1	?	14µM*	0.9	9%	i	/	6%	-7%	5.2%
33	O=C(Nc1c(C(=O)N2CCOCC2)cnn1-c1ccccc1)c1ccc([N+](=O)[O-])cc1	9%	1%	-0.2	-4%	i	1%	-3%	0%	0.0%
34	O=C(COC(=O)c1nc(Cl)ccc1Cl)c1ccccc1Cl	-6%	15%	-6.4	6%	i	-1%	-2%	2%	4.3%
35	CCOc1ccc(S(=O)(=O)N(C)c2ccc(OCC(=O)OCc3c(C)noc3C)cc2)cc1	-4%	29%	-2.5	3%	i	-1%	-3%	4%	-0.4%
36	O=C(Nc1cccc(Cl)c1)c1ccc(NC2=NC3CS(=O)(=O)CC3S2)cc1 (configuration not stated)	0%	-1%	-1.0	3%	i	-2%	-4%	-1%	0.3%
37	CC(=O)c1cccc(NC(=O)C(C)OC(=O)C2CCC2)c1 (configuration not stated)	1%	2%	-2.2	8%	i	1%	10%	6%	0.1%
38	O=C(Nc1ccccc1Cl)N1C2CCC1CC(O)(c1cccnc1)C2 (configuration not stated)	3%	15%	-0.1	0%	i	-4%	-1%	0%	-0.6%
39	CC(C)CN(C(=O)COC(=O)CCSc1ccc(F)cc1)c1c(N)n(Cc2ccccc2)c(=O)[nH]c1=O	28%	-11%	-17	-9%	i	0%	-7%	4%	-0.8%
40	CCCCOC(=O)CSC1=C(C#N)C(c2ccc3c(c2)OCO3)CC(=O)N1 (configuration not stated)	4%	5%	0.2	3%	i	-3%	-2%	5%	-0.4%
41	Cc1cc2ccccc2c(=O)n1CC(=O)NCC(=O)N(C)Cc1ccccc1	16%	-11%	-1.0	5%	i	-1%	-3%	9%	-0.8%
42	COc1ccccc1CNC(=O)Nc1cccs1	12%	-2%	-4.9	7%	i	-1%	3%	?	6.3%
43	Cc1ccc2c(c1)Oc1ccc([N+](=O)[O-])cc1C(=O)N2	-8%	13%	0.6	6%	i	1%	0%	-7%	2.4%
44	CCOc1ccccc1OCC(O)CNC (configuration not stated)	8%	-15%	-1.4	5%	i	/	1%	-2%	0.0%
45	COCc1[nH]nc2c1C(c1ccccc1Cl)C(C#N)=C(N)O2 (configuration not stated)	4%	5%	-0.1	-10%	i	-9%	-8%	-24%	12%
46	CC(=O)Nc1c(C#N)c(-c2ccccc2)c(C#N)c(=O)n1-c1ccc(C)cc1	-4%	-7%	0.1	1%	i	/	/	/	0.1%
47	CCOC(=O)C1=C(C)NC2=C(C(=O)CC(C)(C)C2)C1c1ccc(O)c(OCC)c1 (configuration not stated)	-3%	1%	1.2	11%	i	1%	-10%	-14%	4.2%
48	N#Cc1nc(-c2ccc(OCc3ccccc3)cc2)oc1NCc1ccco1	-11%	14%	-1.7	-10%	i	-11%	-10%	-29%	1.3%
49	O=C(Cn1nc(C(=O)O)c2ccccc2c1=O)NC12CC3CC(CC(C3)C1)C2	7%	-3%	0.8	4%	i	1%	0%	-2%	-0.1%
50	COc1ccc2c(c1)C(C)=CC(C)(C)N2C(=O)CNCc1ccc2c(c1)OCO2	-2%	?	1.3	0%	i	1%	-16%[1.84 µM]	-10%	0.3%
51	CCn1nc(NS(=O)(=O)c2ccc([N+](=O)[O-])cc2)c2cc3cccc(C)c3nc21	-14%	?	-0.9	5%	i	0%	?	?	0.1%
52	COc1cc(SC)ccc1C(=O)N1CCCc2ccccc21	?	-11%	0.2	4%	i	2%	-2%	0%	0.6%
53	COc1ccccc1C(=O)Nc1nnc(S(=O)(=O)N(C)Cc2ccccc2)s1	-14%	4%	0.3	5%	i	-2%	-8%	?	2.9%
